DRD3 agonist: activates the human D3 dopamine receptor | max activation, % | 410,000 compounds, 0.58% hits | D3R DiscoveRx beta-arrestin cells, luminescence, 90 min; in the data active = max activation above about 30%; also: 0% is about no effect; mostly tested at two doses, the higher about 12 µM
Target sequence (P35462 whole entry, looked up): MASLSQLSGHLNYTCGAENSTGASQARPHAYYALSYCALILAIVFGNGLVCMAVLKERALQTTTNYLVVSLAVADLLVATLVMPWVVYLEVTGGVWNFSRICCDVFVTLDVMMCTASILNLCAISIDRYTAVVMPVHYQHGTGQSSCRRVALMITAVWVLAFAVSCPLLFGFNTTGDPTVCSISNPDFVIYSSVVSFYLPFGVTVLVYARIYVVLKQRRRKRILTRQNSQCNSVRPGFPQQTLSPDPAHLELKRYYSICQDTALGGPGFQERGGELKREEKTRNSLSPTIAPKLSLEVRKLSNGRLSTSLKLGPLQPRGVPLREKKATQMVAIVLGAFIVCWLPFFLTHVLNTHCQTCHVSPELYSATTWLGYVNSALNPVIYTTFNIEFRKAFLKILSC
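Agonist-mode cell screen: cells plated at 1500/well and incubated overnight at 37 °C, then exposed to library compounds for 90 min at 37 °C. Detection reagent was added for 30–60 min at room temperature, and luminescence was read.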
DRD3 antagonist: antagonists of human D3 dopamine receptor | max response, negative = inhibition, % | D3R cells, DiscoveRx beta-arrestin luminescence, antagonist mode; hits give low values | 360,000 compounds, 2.5% hits | AID 652054 | P35462; in the data active = max response below about -50%; inconclusive = no clear call, values can overlap the other calls; also: % is scaled to controls: 0 for no effect and ±100 for the full control effect; mostly tested at two doses, the higher about 12 µM
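Cells plated overnight at 1500 cells/well, then exposed to library compounds with dopamine controls for 90 minutes at 37 degrees C. DiscoveRx reagent added for 30–60 minutes at room temperature; luminescence read, quantitative HTS format.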
EPAC2 antag: blocks human EPAC2 exchange factor. Q8WZA2. EPAC2 GEF exchange of Rap1B-BODIPY-GDP, fluorescence. Potency, µM (series often up to 114 µM), without a hit: top-dose activity, negative = inhibition, hits mostly inhibitors. 360,000 compounds, 0.18% hits. AID 720708; also: potency is read from the fitted curve at half-maximal effect; % is scaled to controls: 0 for no effect and ±100 for the full control effect; nearly all actives have a fitted effect of over 45% in size; many of its hits are not listed in these tables
TDP43 rescue: inhibitors of TDP-43 toxicity in yeast | AID 652104 | 410,000 compounds, 1.8% hits | TDP-43 expressing yeast growth rescue, BacTiter-Glo, 24 h | Potency, µM (series often up to 46.1 µM), without a hit: at the top dose growth rescue (activation), hits mostly activators; also: potency is read from the fitted curve at half-maximal effect; % of control where 0% means no effect; nearly all actives have a fitted effect of over 50% in size
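Galactose-induced TDP-43 yeast, OD600=0.02, compound pinned; 24 hr, 30 deg C; BacTiter-Glo luminescence for growth. Inhibitors of TDP-43 toxicity read as activators.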
EPAC2 ag: EPAC2 (human) agonism | Potency, µM (series often up to 154 µM), for inactives: top-dose activation, most hits filed as activators | 360,000 compounds, 0.079% hits | EPAC2 activation, biochemical qHTS; response scale: 100% = 6.5 mM cAMP response | Q8WZA2 | AID 720711; also: potency is read from the fitted curve at half-maximal effect; nearly all actives have a fitted effect of over 50% in size
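Compounds were added across a concentration range to EPAC2 (100 nM), RAP1B-BODIPY-GDP (250 nM) and GDP (50 uM). After 5 min at room temperature, fluorescence was recorded at 5-min intervals for 30 min.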
Abeta rescue: restores growth of yeast expressing A-beta42 peptide | yeast expressing A-beta42, growth rescue, OD600, 48 h; response scale: 0% DMSO, 100% iron-clioquinol control | 410,000 compounds, 0.063% hits | Potency, µM (highest dose often 46.1 µM), inactives show at the top dose growth rescue, most hits filed as activators | AID 1347071; also: potency is read from the fitted curve at half-maximal effect; nearly all actives have a fitted effect of over 55% in size
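Yeast A-beta toxicity model in growth medium with pinned compounds, 48 h at 30 C; growth read as absorbance at 600 nm. Normalized to FeCl3/clioquinol equimolar mix (positive) and DMSO (negative).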
FUS yeast rescue: FUS proteinopathy suppression in yeast; S. cerevisiae FUS-expressing, growth rescue, OD600, 24 h; Potency, µM (top dose mostly 76.6 µM), inactives show at the highest dose growth rescue (activation), actives largely listed as activators; 390,000 compounds, 0.24% hits;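 also: potency is read from the fitted curve at half-maximal effect; plate controls were DMSO vehicle for no effect and reference control for full effect; nearly all actives have a fitted effect of over 55% in size; some results filed as inactive show a strong effect at the top dose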
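Steps: raffinose overnight preculture; dilution to OD 0.005 in 2% galactose minimal medium; compound addition (concentration series); 24hr at 30C, 99% humidity; absorbance read at 600 nm.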
aSyn rescue: inhibitors of alpha-synuclein toxicity in yeast; Potency, µM (highest dose often 46.1 µM), for inactives: at the top dose growth rescue (activation), hits mostly activators; 370,000 compounds, 0.14% hits; Yeast expressing alpha-synuclein, growth rescue, BacTiter-Glo, 24 h; also: potency is read from the fitted curve at half-maximal effect; % of control where 0% means no effect; nearly all actives have a fitted effect of over 65% in size
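Screening used galactose-induced yeast with toxic alpha-synuclein levels, exposed to compound for 24 hr at 30 deg C. Cell growth, read with BacTiter-Glo luminescence, gave the measured signal.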
Numbers without * were called inactive; ? = inconclusive; . = not tested or not shown; & = joins results of further samples; [ ] = another dose, or the depositor's remark. Unless noted, calls follow the shape of the dose curve; as a rule, active = well fitted curve in the direction sought with a large enough effect; inconclusive = small, poorly fitted or top-dose-only effect, or another doubt; inactive = no such curve, though single readings can be large; an effect the other way counts as inactive or inconclusive. Some of the compounds tested. The share of hits here may be higher or lower than overall.

SMILES	DRD3 agonist	DRD3 antagonist	EPAC2 antag	TDP43 rescue	EPAC2 ag	Abeta rescue	FUS yeast rescue	aSyn rescue
CC12CCCC(C(C#N)C(N)=O)(C1)NC(=O)C2C#N (stereo unspecified)	1.0	5.9	-3.8%	-18.5%	11.1%	-11.9%	.	-5.4%
O=C(NC(=S)Nc1ccc(Br)cn1)c1cncc(Br)c1	0.3	-10.4	5.6%	-8.6%	6.9%	0.6%	-6.4%	2.7%
Cc1cc(C)n(C(=O)CCCCCCCC(=O)n2nc(C)cc2C)n1	-5.8	11.1	-1.4%	-20.9%	18.4%	9.1%	2.7%	-12.5%
CN1CCC(CO)(Cc2ccccc2)CC1	3.1	16.6	-4.4%	4.8%	3.3%	-3.8%	-5.9%	5.2%
CC(C)(C)c1cc(C(=O)NNS(=O)(=O)c2ccccc2)n[nH]1	9.9	9.9	7.4%	5.4%	10.8%	-9.8%	11.6%	-0.4%
O=C1C2CCCCN2C(=O)N1CCCCN1CCN(c2ccc(F)cc2)CC1 (stereo unspecified)	-12.2	-92.0*	-3.9%	6.9%	3.5%	-1.0%	1.2%	-4.1%
N=C1c2ccccc2-c2ccccc21	-11.6	-8.4	5.1%	-21.6%	1.6%	-5.3%	-4.5%	-0.6%
CCOc1cc(CO)ccc1OCC(=O)N1CCCCC1	0.6	-7.2	-0.7%	7.7%	6.2%	3.1%	4.8%	3.4%
Cc1ccc(OCCC(=O)OCC(=O)Nc2ccc(C)cc2Cl)cc1	-12.4	-14.9	2.6%	-14.0%	-1.9%	0.0%	1.9%	-4.7%
COc1cccc(C(C(=O)NC2CCCC2)N(C(=O)c2ccco2)c2ccccc2)c1OC (stereo unspecified)	-11.9	-26.0	-4.9%	-2.3%	6.1%	-4.6%	-1.5%	-1.0%
CC(C)NC(=O)C1(c2ccccc2)CC1(Cl)Cl (stereo unspecified)	9.8	-2.8	-1.4%	12.8%	9.4%	3.1%	10.0%	3.9%
Cc1ccc(C(=O)N2CCN(c3cccc(C)c3C)CC2)cc1S(=O)(=O)N1CCOCC1	6.1	5.9	9.7%	?	5.7%	15.7%	39.0%	9.2%
CCCc1cc(=O)[nH]c(SC(C)C(=O)N2c3ccccc3CC2C)n1 (stereo unspecified)	-4.3	35.2	0.1%	-13.1%	3.0%	1.3%	17.5%	3.4%[1.84 µM]
COC(=O)C1(CC2CC(c3ccc(Cl)cc3)=NO2)CCN(C(=O)OC(C)(C)C)CC1 (stereo unspecified)	5.0	18.0	-8.9%	9.3%	5.1%	-16.4%	38.8%	0.9%
NNc1nc2c(-c3cccc(C(F)(F)F)c3)nnn2c2ccccc12	31.6*	36.2	10.8%	7.2%	-13.9%	2.3%	29.4%	1.0%
OC[C@@H]1CN(CCN2CCOCC2)C[C@H](n2cnc3c(N4CCOCC4)ncnc32)O1	-8.8	-7.3	7.6%	1.6%	-0.3%	-18.0%	-15.1%	-1.7%
Cn1c(=O)c2c(nc(NCc3ccccc3)n2Cc2ccc(Cl)c(Cl)c2)n(C)c1=O	16.6	.	.	14.7%	.	-2.7%	2.7%	.
CNC(=O)COC(=O)CCC(=O)c1ccc(Cl)cc1	16.8	1.9	1.5%	-4.7%	1.9%	-15.3%	-9.0%	-14.8%
CC(NC(=O)C(=O)N1CCCCC1)C(c1cccs1)N1CCN(c2ccc(F)cc2)CC1 (stereo unspecified)	-1.5	24.1	2.9%	16.4%	7.5%	-14.6%	12.7%	-2.5%
COc1ccc(-c2cc3ccccc3n2CC(O)CN2CCC(C)CC2)cc1 (stereo unspecified)	-14.4	-110.8*	3.1%	-9.1%	12.1%	0.9%	10.4%	11.5%
COC(=O)[C@H](Cc1ccccc1)NC(=O)N1CCN(c2ccc(F)cc2)CC1	1.5	11.2	2.3%	4.9%	2.0%	10.6%	-5.4%	12.6%
Cc1ccccc1Nc1ccc([N+](=O)[O-])cn1	-11.9	-20.6	-6.4%	?	3.6%	13.6%	2.9%	-14.0%
COc1ccc(C=NNC(=O)c2cc(C)oc2C)cc1O	-13.0	-21.5	1.9%	-7.5%	11.8%	-15.9%	.	-8.1%
CCOc1ccc(NC(=O)CC2S/C(=N/N=C3CCCCCC3)NC2=O)cc1 (stereo unspecified)	0.8	-8.4	-2.1%	14.4%	9.3%	15.2%	31.5%	8.5%
CCc1ccccc1NC(=O)c1sc(-n2nc(C)c(Cc3ccc4c(c3)OCO4)c2C)nc1C	-16.6	.	.	-8.4%	.	-8.6%	-6.1%	.
Cc1csc2nc(COC(=O)CNC(=O)c3ccccc3)cc(=O)n12	8.9	.	.	18.5%	.	-3.0%	-18.8%	.
Cc1ccc2oc(-c3ccc(NC(=O)c4ccc5c(c4)OCO5)cc3)nc2c1	10.1	36.2	2.4%	0.0%	1.3%	1.3%	-3.4%	-1.4%
Cn1cc(CN2CCC(n3nccc3NC(=O)c3ccc4c(c3)OCO4)CC2)cn1	-3.0	14.5	-11.8%	0.4%	-1.7%	0.8%	-5.2%	3.1%
CCN(CC)S(=O)(=O)c1ccc(Cl)c(C(=O)NCC2CCCO2)c1 (stereo unspecified)	1.7	5.9	-1.1%	-6.2%	9.8%	8.6%	-2.3%	-1.8%
CCN/N=C(\Cc1nc2ccccc2[nH]1)c1ccccc1	-4.7	-11.6	5.7%	-9.8%	6.2%	-3.7%	31.3%	2.8%
COc1ccc([C@H]2CC(=O)C=C(c3cccc(Cl)c3O)C2)cc1OC	3.6	?	-27.8%	17.8µM*	15.4%	8.1%	37.5%	4.9%
O=C1CCC(N2C(=O)c3ccccc3C2=O)C(=O)N1 (stereo unspecified)	3.9&10.5	1.2	2.1%	0.0%	1.6%	8.3%	-33.1%	-2.0%&-1.0%
COC(=O)c1ccccc1NC(=O)COc1ccc2c(c1)OCO2	16.5	13.4	-4.3%	-9.1%	-4.8%	-13.5%	.	1.2%
Cc1ccc(C(=O)NCc2nnnn2-c2ccc(C)c(C)c2)cc1	-0.1	.	.	?	.	-4.7%	14.8%	.
CC(C)CN(C(=O)COC(=O)c1ccc(Br)cc1)c1c(N)n(Cc2ccccc2)c(=O)[nH]c1=O	-2.0	8.2	4.1%	24.8%	-4.8%	0.6%	7.9%	-1.2%
NC(=O)N/N=C(/CCCCCC/C(=N\NC(N)=O)c1ccccc1)c1ccccc1	11.3	3.6	7.5%	-23.0%	-1.9%	-6.5%	10.6%	3.4%

One compound at a time (already shown):
`Cc1ccc(C(=O)NCc2nnnn2-c2ccc(C)c(C)c2)cc1` is listed with DRD3 agonist = -0.1; DRD3 antagonist = .; EPAC2 antag = .; TDP43 rescue = ?; EPAC2 ag = .; Abeta rescue = -4.7%; FUS yeast rescue = 14.8%; aSyn rescue = .
`CC(C)CN(C(=O)COC(=O)c1ccc(Br)cc1)c1c(N)n(Cc2ccccc2)c(=O)[nH]c1=O` is listed with DRD3 agonist = -2.0; DRD3 antagonist = 8.2; EPAC2 antag = 4.1%; TDP43 rescue = 24.8%; EPAC2 ag = -4.8%; Abeta rescue = 0.6%; FUS yeast rescue = 7.9%; aSyn rescue = -1.2%

Further records:
SMILES	DRD3 agonist	DRD3 antagonist	EPAC2 antag	TDP43 rescue	EPAC2 ag	Abeta rescue	FUS yeast rescue	aSyn rescue
COc1ccc(N2C(=O)C(Cl)=C(Nc3c(C)n(C)n(-c4ccccc4)c3=O)C2=O)cc1	-1.4	-14.9	-4.0%	-18.9%	8.4%	-20.8%	?	10.2%
Fc1ccc(NC(=S)NCc2ccc3c(c2)OCO3)cc1	0.0	-9.8	-8.3%	19.3%	-3.9%	2.9%	.	4.2%
CC(C)[C@H](NC(=O)c1ccccc1Cl)C(=O)OCC(=O)N1CCCCC1	6.1	2.2	-13.0%	6.9%	5.6%	-5.9%	.	6.8%
CC(C)CC1C(=O)N(Cc2cn(Cc3ccco3)nn2)CCS(=O)(=O)N1Cc1ccc(-c2cccc(N(C)C)c2)cc1 (stereo unspecified)	-5.3	3.5	-1.7%	7.8%	16.7%	-5.6%	?	-2.6%
Cc1cc(C)c(C(=O)C(C)OC(=O)Cn2cnc3c2c(=O)n(C)c(=O)n3C)cc1C (stereo unspecified)	5.5	0.0	4.7%	3.8%	5.5%	10.4%	10.4%	0.4%
COc1ccc([C@H]2CC(=O)C=C(c3ccc(C)cc3)C2)cc1OC	1.5	22.0	?	12.6µM*	9.4%	0.0%	27.3%	4.1%
CNc1ccc2nnc(C(F)(F)C(F)(F)C(F)(F)F)n2n1	13.6	2.4	-5.7%	-5.1%	4.1%	2.2%	-10.2%	-4.2%
O=C(Cn1c(CC(=O)N2CCOCC2)nc2ccccc21)Nc1ccc2c(c1)OC(F)(F)O2	-2.4	?	-1.7%	-13.3%	-13.9%	18.3%	21.1%	8.5%
COc1ccc([C@H]2C=C(C(=O)O)O[C@@H](OCCCCO)C2)cc1	-3.4	?	6.5%	3.3%	3.1%	3.4%	-11.6%	-1.4%
CCCC(=O)Nc1ccc(S(=O)(=O)N2CCc3ccccc32)cc1	-1.4	7.7	-11.7%	?	8.6%	11.7%	-19.4%	3.5%
CCO[C@@H]1OC(C(=O)N2CCOCC2)=C[C@H](C2CC2)[C@H]1CCCO	5.5	11.1	5.3%	7.1%	-0.8%	2.3%	-49.3%	0.0%
CS(=O)(=O)N1CCc2cc(C(=O)N3CCN(c4ccccc4)CC3)ccc21	5.2&-13.2	-7.1	-0.2%	17.4%&-1.0%	2.8%	4.2%&-9.0%	?	0.3%
COc1cc2c(cc1OC)C(C)=NC1(CCCCC1)C2	-7.7	-17.2	-0.2%	8.0%	9.4%	10.8%	-2.7%	-4.4%
COc1ccc(C)cc1NC(=O)CSc1ccc(Cl)cc1	2.6	-21.4	-7.6%	23.4%	18.5%	-1.9%	11.8%	12.7%
O=C(Cn1cc(C(=O)c2cccs2)c2ccccc21)NC1CCCCC1	-10.4	-17.7	-2.0%	-12.9%	15.9%	-0.3%	12.2%	1.3%
CCOC(=O)CC(=O)CSc1nc2c(cc1C#N)CCCCC2	0.1	9.4	-3.8%	5.2%	7.1%	-8.2%	26.5%	0.6%
O=C(CCN1C(=O)/C(=C/c2ccccc2)SC1=S)N1CCCCCC1	0.0	4.9	-4.4%	?	-4.1%	-9.3%	-1.2%	8.1%

Bioassay records: PubChem, National Center for Advancing Translational Sciences (NCATS)
